POLI inh = qHTS for Inhibitors of Polymerase Iota. Pol iota fluorescent replication assay, 10 min. Potency, µM (doses to about 115 µM), without a hit: at the highest dose activity, negative = inhibition, actives largely listed as inhibitors. 390,000 tested, 1% active; further: potency means the concentration at half of the fitted maximal effect
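Fluorescent replication assay read twice, at 0 min and 10 min after adding 50 nM (final) substrate. Enzyme (10 nM) and compounds were first incubated 15 min at room temperature; enzyme-free buffer wells were negative controls.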
POLK inh = qHTS for Inhibitors of Polymerase Kappa. 400,000 tested, 0.53% active. AID 588579, 2011. purified Pol kappa, fluorescent DNA synthesis assay, 10 min. Potency, µM (titrated, usually from 107 µM), for inactives: at the top dose activity, negative = inhibition, hits mostly inhibitors. DNA polymerase kappa (Homo sapiens), Q9UBT6; further: potency means the concentration at half of the fitted maximal effect; on the % scale 0 is the no-effect control and ±100 the full control effect
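Kinetic fluorescence readout at 0 and 10 min followed reaction start with substrate at 50 nM final. Beforehand, enzyme (10 nM Pol kappa) stood 15 min with compound at room temperature; buffer-only wells were negative controls.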
Pol beta inh = qHTS Assay for Inhibitors of DNA Polymerase Beta. Potency, µM (titrated, usually from 114 µM), for the others: at the top dose activity change, negative = inhibition, most hits filed as inhibitors. 340,000 tested, 1.3% active. Pol beta primer extension/strand displacement, fluorescence kinetic. AID 485314, 2010; further: potency means the concentration at half of the fitted maximal effect; on the % scale 0 is the no-effect control and ±100 the full control effect
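Human Pol beta at 10 nM; strand-displacement substrate 50 nM final. Compound exposure 15 min at room temperature before start, reaction 10 min at room temperature.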
Anesthetic bind = qHTS Assay for Identification of Novel General Anesthetics; Ferritin light chain (Equus caballus), P02791; apoferritin/1-aminoanthracene competitive binding, fluorescence; Potency, µM (highest dose often 77.5 µM), for the others: top-dose activity change, negative = displacement, actives largely listed as inhibitors; 350,000 tested, 0.074% active; AID 485281, 2010; further: potency means the concentration at half of the fitted maximal effect; on the % scale 0 is the no-effect control and ±100 the full control effect; nearly all actives have a fitted effect of over 20% in size
Target sequence (P02791 2-175 limits assumed): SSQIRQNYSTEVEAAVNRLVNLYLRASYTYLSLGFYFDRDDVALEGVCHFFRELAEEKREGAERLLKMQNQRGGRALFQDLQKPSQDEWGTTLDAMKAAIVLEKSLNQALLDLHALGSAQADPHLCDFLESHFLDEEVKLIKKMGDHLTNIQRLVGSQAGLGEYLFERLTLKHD
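Horse-spleen apoferritin (10 uM) was mixed with 50% saturated 1-aminoanthracene in PBS, exposed to compounds for 10 min at room temperature, and read for fluorescence (ex 380 nm, em 535 nm). Competitive displacement was fitted with a four-parameter Hill equation.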
BLM inh = qHTS Assay for Inhibitors of Bloom's syndrome helicase (BLM); 350,000 tested, 0.2% active; recombinant BLM DNA unwinding, fluorescence dequenching; RecQ-like DNA helicase BLM (Homo sapiens), P54132; Potency, µM (titrated, usually from 56.1 µM), for inactives: at the top dose activity change, negative = inhibition, usual class: inhibitors; AID 2528, 2010;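 further: potency means the concentration at half of the fitted maximal effect; plate controls were vehicle for no effect and no enzyme for full effect; nearly all actives have a fitted effect of over 35% in size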
GRP78 ERSR act = qHTS for Inducers of the Endoplasmic Reticulum Stress Response (ERSR) in Human Glioma: qHTS. Potency, µM, for the others: top-dose activation, actives largely listed as activators. AID 602332, 2012. 420,000 tested, 0.02% active. U87-MG GRP78 promoter luciferase reporter, 16 h; further: potency means the concentration at half of the fitted maximal effect; series mostly up to about 76 µM; % of control where 0% means no effect; nearly all actives have a fitted effect of over 35% in size
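Stably transfected U87-MG glioma cells carrying a GRP78-based luciferase sensor; 16 h compound incubation. Luminescence end-point read 10 min after Bright-Glo addition at room temperature.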
LDHA inh = qHTS assay for inhibitors of human lactate dehydrogenase; L-lactate dehydrogenase A chain (Homo sapiens), P00338; purified LDHA, NADH/diaphorase-resazurin fluorescence; stronger effect = lower value; activity change, % (values are at about 110 or 230 µM); 480,000 tested, 0.15% active; AID 1347041, 2019; in the data active means activity change below about -30%; inconclusive means mostly about -25% to -30%;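 further: plate controls were DMSO wells for no effect and wells without enzyme for full effect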
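Human LDH5 at 2 nM final in Tris HCl pH 7.4 with 0.06 mM NADH and 0.2 mM pyruvate, reacted 5 minutes at room temperature. Remaining NADH coupled via diaphorase/resazurin; resorufin fluorescence read at 0 and 20 minutes, normalized to enzyme-free and DMSO wells.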
APEX1 inh = qHTS Assay for Inhibitors of the Human Apurinic/apyrimidinic Endonuclease 1 (APE1); DNA repair nuclease/redox regulator APEX1 (Homo sapiens), P27695; recombinant APE1, TAMRA/BHQ-2 abasic DNA cleavage fluorescence; Potency, µM (doses to about 65.8 µM), without a hit: at the highest dose activity change, negative = inhibition, hits mostly inhibitors; 350,000 tested, 0.35% active;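 further: potency means the concentration at half of the fitted maximal effect; plate controls were vehicle for no effect and reference inhibitor for full effect; nearly all actives have a fitted effect of over 55% in size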
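Substrate: short duplex with […] THF abasic site, 5'-TAMRA and 3'-BHQ-2, 50 nM final. APE1 at 0.75 nM, preincubated 15 min RT with compound. Fluorescence increase from first to third read measured activity.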
POLH inh = qHTS for Inhibitors of Polymerase Eta; DNA polymerase eta (Homo sapiens), Q9Y253; 390,000 tested, 1.2% active; recombinant Pol eta, fluorescent DNA replication assay; Potency, µM (highest dose often 114 µM), for inactives: top-dose activity change, negative = inhibition, actives largely listed as inhibitors; AID 588591, 2011; further: potency means the concentration at half of the fitted maximal effect; on the % scale 0 is the no-effect control and ±100 the full control effect
Target sequence (Q9Y253 whole entry, looked up): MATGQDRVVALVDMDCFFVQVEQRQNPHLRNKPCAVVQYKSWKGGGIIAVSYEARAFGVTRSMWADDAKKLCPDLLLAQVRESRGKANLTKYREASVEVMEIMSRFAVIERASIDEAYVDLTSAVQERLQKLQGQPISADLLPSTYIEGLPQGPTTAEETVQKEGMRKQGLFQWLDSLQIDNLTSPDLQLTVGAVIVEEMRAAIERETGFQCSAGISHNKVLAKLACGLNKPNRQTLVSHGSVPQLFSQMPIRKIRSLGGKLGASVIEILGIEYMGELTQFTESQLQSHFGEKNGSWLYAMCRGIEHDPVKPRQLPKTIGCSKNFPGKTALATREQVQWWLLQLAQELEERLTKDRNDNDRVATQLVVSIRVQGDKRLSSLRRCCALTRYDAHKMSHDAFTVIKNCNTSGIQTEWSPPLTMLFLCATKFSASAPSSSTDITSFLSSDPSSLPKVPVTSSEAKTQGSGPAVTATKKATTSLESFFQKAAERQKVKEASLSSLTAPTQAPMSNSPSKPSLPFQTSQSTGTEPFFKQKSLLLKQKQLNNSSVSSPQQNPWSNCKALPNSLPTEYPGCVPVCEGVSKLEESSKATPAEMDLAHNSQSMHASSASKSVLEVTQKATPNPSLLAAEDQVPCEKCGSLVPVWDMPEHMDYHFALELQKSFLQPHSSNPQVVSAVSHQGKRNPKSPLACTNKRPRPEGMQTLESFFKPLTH
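Pol eta (10 nM) was preincubated with compounds for 15 min at room temperature, after which fluorescent replication substrate (50 nM final) was added to start the reaction. Fluorescence was read kinetically at 0 and 10 min.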
An asterisk follows results filed as active; ? = inconclusive; / = not tested or not shown; & = joins results of further samples; [ ] = another dose, or the depositor's remark. Unless noted, the call rests on the fitted dose curve; in most records, active means well fitted curve in the direction sought with a large enough effect; inconclusive means small, poorly fitted or top-dose-only effect, or another doubt; inactive means no such curve, though single readings can be large; an effect the other way counts as inactive or inconclusive.

SMILES	POLI inh	POLK inh	Pol beta inh	Anesthetic bind	BLM inh	GRP78 ERSR act	LDHA inh	APEX1 inh	POLH inh
Cc1ccc[n+](C(C(=S)NCc2ccco2)=C([O-])c2ccccc2Cl)c1	6%	-6%	/	/	/	-4%	-7	/	-14%
COc1ccc(NS(=O)(=O)c2ccc(C)c(C(=O)NCC(c3ccco3)N(C)C)c2)cc1 (stereo unspecified)	45%[activator]	-20%	/	/	/	-6%	0	-8%	-6%
CN(C)/C=C1\C=Cc2ccccc21	?	-36%	/	/	/	-2%	10	/	/
CN1CCN(c2oc(Cc3cccc4ccccc34)nc2C#N)CC1	73%[activator]	-6%	4%	4%	1%	-2%	-3	2%	-17%
COC(=O)/C(=C1/Oc2ccc(C)cc2S1)C(F)(F)F	1%	-18%	3%	0%	2%	8%	-6	0%	-2%
CC(C)c1cc(NCCOCCO)n2c(nc3ccccc32)c1C#N	0%	12%	-12%	416%[activator]	-3%	-5%	4	4%	-2%
CC(=O)c1cccc(NCC(=O)N2CCN(S(=O)(=O)c3ccccc3)CC2)c1	49%[activator]	-14%	/	/	/	-5%	0	2%	-24%
CCC1CCCCN1CCCNC(=O)c1ccc(CS(=O)(=O)Cc2ccc(Cl)cc2)o1 (stereo unspecified)	-3%	-2%	31%	-10%	1%	-2%	-5	6%	-9%
O=C(CSc1nc2c([nH]c3ccccc32)c(=O)n1-c1ccc(F)cc1)NCC1CCCO1 (stereo unspecified)	-4%	-2%[60.1 µM]	1%	-3%	0%	-4%	-12	/	1%
CCN(CC(=O)NC(C)(C)C)C(=O)C(c1ccccc1)c1ccccc1	59%[activator]	-14%	-8%	-10%	-1%	2%	-3	3%	-2%
CC(C)C(CCNC(=O)CN1C(=O)c2ccccc2C1=O)c1ccco1 (stereo unspecified)	14%	2%	79%	?	1%	-4%	-3	5%	-5%
Cc1ccc(C)c(OCc2cc(C(=O)N3CCC(N4CCCC(O)C4)CC3)no2)c1 (stereo unspecified)	30%[activator]	4%	-10%	-9%	-2%	10%	-4	22%	-8%
O=c1c2cccnc2[nH]c(=S)n1CCCN1CCN(c2ccc(F)cc2)CC1	-5%	5%	6%	-12%	1%	-3%	1	0%	-5%
O=C(CCN1C(=O)C2C3CCC(C3)C2C1=O)Nc1cccc(Cl)c1 (stereo unspecified)	5%	-15%	27%	-7%	-2%	1%	-4	12%	-1%
Cn1nc(-c2ccccc2F)c2cc(C(=O)NCCc3ccc(Cl)cc3)sc21	23%	0%	0%	-5%	-12%	-2%	1	/	-21%
O=C(Cc1ccc(F)cc1)c1ccc(O)cc1O	8%	-5%	1%	?	-4%	6%	-3	5%	2%
CN(C)C(/C=C/Nc1ccc(O)cc1)=C(C#N)C#N	70%[activator]	-10%	20%	8%	-9%	2%	-6	-2%	-1%
CCn1c2ccc(/C(C)=N\O)cc2c2cc(/C(C)=N\O)ccc21	52%[activator]	-11%	4%	-10%	-2%	-3%	12	-10%	?
CCOCc1cnc(C)nc1NCC(=O)c1c(C)n(C)c2ccc(OC)cc12	2%	-1%	-13%	?	-2%	-5%	-20	-7%	-15%
O=C(c1cc(COc2ccc(F)cc2Cl)on1)N1CCCCCC1	?	-16%	7%	?	-2%	0%	-1	15%	-16%
O=C(COC(=O)/C=C/c1cccc(Br)c1)NC1CCCCCC1	-13%	-1%	/	/	/	-4%	-10	12%	4%
CCCCCc1cc(=O)oc2c(C(CCN3CCCC(C)C3)c3ccc4c(c3)OCO4)c(OC)cc(OC)c12 (stereo unspecified)	38%[activator]	8%	-16%	-10%	2%	-4%	5	?	-24%
CCOC(=O)[C@@H]1[C@H]2COc3cc(OC)ccc3[C@@H]2N2C(=O)N(c3ccc(F)cc3)C(=O)[C@@]12C	26%	6%	/	/	/	-4%	2	1%	-22%
COc1cccc(CNC(=O)c2nnn(CC(=O)Nc3ccc(C)c(C)c3)c2N)c1	?	-17%	25µM*	?	-20%	-4%	-10	-3%	?
O=C(NCc1ccc(Cl)cc1)C1CCN(S(=O)(=O)c2ccc(F)cc2)CC1	10%&8%	?	?	-10%&-8%	-6%&-1%	-1%&-4%	-5&-1	2%	9%&-22%

Brought forward from above: 4 compounds; new compounds follow.
SMILES	POLI inh	POLK inh	Pol beta inh	Anesthetic bind	BLM inh	GRP78 ERSR act	LDHA inh	APEX1 inh	POLH inh
CCCCCc1cc(=O)oc2c(C(CCN3CCCC(C)C3)c3ccc4c(c3)OCO4)c(OC)cc(OC)c12 (stereo unspecified)	38%[activator]	8%	-16%	-10%	2%	-4%	5	?	-24%
CCOC(=O)[C@@H]1[C@H]2COc3cc(OC)ccc3[C@@H]2N2C(=O)N(c3ccc(F)cc3)C(=O)[C@@]12C	26%	6%	/	/	/	-4%	2	1%	-22%
COc1cccc(CNC(=O)c2nnn(CC(=O)Nc3ccc(C)c(C)c3)c2N)c1	?	-17%	25µM*	?	-20%	-4%	-10	-3%	?
O=C(NCc1ccc(Cl)cc1)C1CCN(S(=O)(=O)c2ccc(F)cc2)CC1	10%&8%	?	?	-10%&-8%	-6%&-1%	-1%&-4%	-5&-1	2%	9%&-22%
N#Cc1ccccc1NC(=O)Nc1cccs1	-7%	1%	3%	-8%	-2%	-4%	-5	-1%	-2%
CN(Cc1ccccc1)C1(CNC(=O)CCC(F)(F)F)Cc2ccccc2C1	105%[activator]	-3%	2%	-6%	-13%	-2%	4	32%	-19%
Cc1ccc(-c2csc3nc(C)n(-n4c(C)ccc4C)c(=O)c23)o1	?	6%	16%	-15%	-4%	2%	-3	-2%	-14%
CCOCCCn1c(=N)c(C(=O)NCc2cccnc2)cc2c(=O)n3cc(C)ccc3nc21	22%	8%	-13%	130%[activator]	-1%	-1%	-8	/	-13%
Cc1cccc(NC(=S)N2CCN(c3ccccc3F)CC2)c1C	18%	-9%	27%	-13%	-3%	-3%	-4	-10%	-8%
Cc1coc2cc3oc(=O)c(CC(=O)N4CCCCC4)c(C)c3cc12	5%	6%	-3%	1%	4%	-3%	-2	/	-5%
CC(C)(C)OC(=O)N1CCN(c2ccc(NC(=O)Cn3nnc(-c4ccccc4)n3)cc2)CC1	?	-7%	21%	-10%	-10%	-8%	-2	-5%	-4%
CC(C)(C)OC(=O)C[C@H]1C/C=C\C[C@@H](CC(=O)N[C@H](CO)Cc2ccccc2)C(=O)NC[C@H](c2ccccc2)OC1=O	16%	-3%	/	/	/	-4%	-3	20%	-2%
OC(CNCCc1ccc(C(F)(F)F)cc1)COc1cccc2ccccc12 (stereo unspecified)	?	-13%	3%	-21%	5%	-14%	4	-5%	-15%
CCOC(=O)C1(Cc2ccccc2)CCN(Cc2ccon2)CC1	14%	-3%	-2%	-3%	1%	-7%	-4	8%	-7%
CCN(CC)CCCNC(=O)c1cc(-c2ccc3c(c2)OCO3)on1	82%[activator]	-4%	-89%	7%	9%	-1%	2	-13%	-11%
CSc1nsc(SCC(=O)Nc2ccccc2C(N)=O)n1	104%[activator]	2%	15%	-13%	0%	6%	-8	5%	-3%
CC(=O)NCC(=O)N(c1c(C)n(C)n(-c2ccccc2)c1=O)C1(C(=O)NC2CCCC2)CCCCC1	13%	5%	-1%	-10%	0%	3%	4	-1%	-8%
Cc1ccc(COc2cccc(/C=N/NC(=O)c3nnn(-c4nonc4N)c3C)c2)cc1	-7%	-8%	43%	-2%	-5%	?	-13	-4%	-11%
COc1cccc(C(=O)Nc2nnc(S(=O)(=O)N(C)c3ccccc3)s2)c1	-6%	-11%	-6%	2%	-9%	-5%	-10	29%	3%
CC1CCCN(c2nc3c(c(=O)n(C)c(=O)n3C)n2CCSc2nc3ccccc3s2)C1 (stereo unspecified)	14%	1%	11%	-13%	3%	-5%	2	1%	-5%
Cc1nn(C(=O)c2cccc(F)c2)c(C)c1S(=O)(=O)N1CCCCCC1	1%	4%[60.1 µM]	-19%	-1%	0%	0%	2	/	-7%
O=C(CSc1nnc2ccccn12)NNC(=O)c1cccc(Cl)c1	18%	-8%	/	/	/	-2%	4	-8%	-9%
CCOc1ccccc1Nc1nc2ccccc2n1C(C)C	6%	-10%	18%	-10%	-2%	-3%	-4	1%	-6%
CCOC(=O)CSc1nnc(CSc2nc3sc4c(c3c(=O)[nH]2)CCC4)n1-c1ccccc1	-12%	-21%	1%	-21%	-3%	-4%	-5	3%	-2%
CCCOc1cccc(C2C(C(=O)c3ccco3)=C(O)C(=O)N2c2nnc(C)s2)c1 (stereo unspecified)	2%	-17%	27%	-7%	-6%	2%	1	19%	10%
N=c1n(CCO)c2ccccc2n1Cc1ccccc1Cl	3%	-18%	0%	5%	-13%	0%	2	3%	11%
Cc1cc(N2CCN(S(=O)(=O)c3ccc(C)c(C)c3)CC2)c2ccccc2n1	-23%	-5%	8%	-23%	-6%	-1%	2	-5%	-20%
CCOc1ccccc1NC(=S)NC(=O)CCCOc1ccc(Cl)cc1Cl	4%	-16%	-1%	72%[activator]	-14%	0%	2	-3%	-5%
COC(=O)CSc1nnc(-c2ccc(S(=O)(=O)N3CCC(C)CC3)cc2)o1	17%	-9%	0%	-14%	-4%	3%	-9	0%	-7%
Cc1ccc(NC(=O)N(Cc2cccnc2)Cc2ccco2)cc1C	1%	-9%	25%	-18%	-2%	-2%	-2	-2%	-20%
Cc1ccc(C(C(=O)NC2CCCC2)N(Cc2cccnc2)C(=O)c2snc(C(N)=O)c2N)o1 (stereo unspecified)	14%	-23%	39%	2%	-1%	-1%	-3	-1%	-7%
CC(=O)C1=C(O)C(=O)N(c2cccnc2)C1c1ccc([N+](=O)[O-])cc1 (stereo unspecified)	/	/	3%	2%	-1%	/	/	1%	/

These rows are one share of the data; the hit share may differ from the screen's.
